IL2 activator – IL-2 activation; activation, % (series mostly up to about 46 µM); actives 0.065% (n = 360,000); IL-2 activation reporter assay, cell-based qHTS; stimulated with anti-CD3/CD4/CD28 beads; in transgenic mouse T cells; AID 652025; in the data active means activation above about 50%; inconclusive means mostly about 30% to 49%; further: 0% is about no effect
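First, unstimulated transgenic mouse T cells were exposed to compound for 60 min. Next, anti-CD3/anti-CD4-coated beads with anti-CD28 were added. Finally, after 18 h at 37 degrees C, EGFP and DsRed were imaged.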
Nrf2 inh – Nrf2 pathway inhibition. AID 504444. actives 2.1% (n = 360,000). Potency, µM (top dose mostly 46 µM), for the others: top-dose activity change, negative = inhibition, most hits filed as inhibitors. A549 ARE-Fluc reporter, luciferase luminescence, 18-24 h; further: potency means the concentration at half of the fitted maximal effect; on the % scale 0 is the no-effect control and ±100 the full control effect; nearly all actives have a fitted effect of over 60% in size
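Nrf2 activity is the BugLite luminescence, read 15 min after reagent at room temperature, following CellTiter-Fluor cytotoxicity readout (30 min, 37C). Compound titrations were applied for 18-24 h to 5000 A549 ARE_Fluc cells/well in 5% FBS OPTI-MEM.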
Nrf2 activator – activates Nrf2 signaling; AREc32 ARE-luciferase reporter (MCF7-derived line), luminescence, 24 h; Potency, µM (series often up to 46.1 µM), for inactives: at the highest dose activation, hits mostly activators; actives 0.31% (n = 410,000); AID 624171; further: potency means the concentration at half of the fitted maximal effect; % of control where 0% means no effect; nearly all actives have a fitted effect of over 65% in size
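Each well held 1000 AREc32 cells, which were incubated with compound for 24 hr at 37 deg C after overnight attachment, and ARE reporter activity was quantified by firefly luciferase luminescence.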
A549 tox – A549 cytotoxicity, counter-screen for Nrf2 inhibitors; A549 ARE-Fluc cells, CellTiter-Fluor viability, 18-24 h; Potency, µM (highest dose often 46 µM), for the others: at the highest dose activity change, negative = cytotoxicity, usual class: inhibitors; actives 0.16% (n = 390,000); AID 504648; further: potency means the concentration at half of the fitted maximal effect; on the % scale 0 is the no-effect control and ±100 the full control effect
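A549 ARE_Fluc cells in 5% FBS OPTI-MEM were exposed to compounds in concentration-response for 18-24 h at 37 deg C. Viability was read by CellTiter-Fluor fluorescence (Ex 405/Em 525) after 30 min, before the luciferase read.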
ATXN viability – reduces viability in counter-screen for ATXN expression inhibitors | actives 0.49% (n = 400,000) | AID 651635 | Potency, µM (doses to about 56.7 µM), usual class: cytotoxic | S2 cells (HEK-293 line with an ATXN2-luciferase reporter) viability, CellTiter-Fluor protease fluorescence, 24 h; further: potency means the concentration at half of the fitted maximal effect; nearly all actives have a fitted effect of over 40% in size
ATXN2 expr inh – reduces ATXN2 reporter expression in HEK-293 cells. HEK-293 ATXN2-luciferase reporter, luminescence, 24 h. Potency, µM (top dose mostly 57 µM), for the others: at the highest dose activity change, negative = inhibition, most hits filed as inhibitors. actives 0.72% (n = 360,000). AID 1745845; further: potency means the concentration at half of the fitted maximal effect; on the % scale 0 is the no-effect control and ±100 the full control effect; nearly all actives have a fitted effect of over 55% in size
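qHTS (up to 57 uM final) was run with 24 h compound exposure of reporter cells at 37 °C. Each well was multiplexed: SteadyGlo luminescence measured ATXN2-luciferase expression after a fluorogenic Gly-Phe-AFC viability readout (25 uM final).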
EPAC2 ag – EPAC2 (human) agonism; actives 0.079% (n = 360,000); EPAC2 activation, biochemical qHTS; response scale: 100% = 6.5 mM cAMP response; Potency, µM (doses to about 154 µM), for inactives: at the top dose activation, hits mostly activators; Q8WZA2; further: potency means the concentration at half of the fitted maximal effect; nearly all actives have a fitted effect of over 50% in size
Target sequence (Q8WZA2 whole entry, looked up): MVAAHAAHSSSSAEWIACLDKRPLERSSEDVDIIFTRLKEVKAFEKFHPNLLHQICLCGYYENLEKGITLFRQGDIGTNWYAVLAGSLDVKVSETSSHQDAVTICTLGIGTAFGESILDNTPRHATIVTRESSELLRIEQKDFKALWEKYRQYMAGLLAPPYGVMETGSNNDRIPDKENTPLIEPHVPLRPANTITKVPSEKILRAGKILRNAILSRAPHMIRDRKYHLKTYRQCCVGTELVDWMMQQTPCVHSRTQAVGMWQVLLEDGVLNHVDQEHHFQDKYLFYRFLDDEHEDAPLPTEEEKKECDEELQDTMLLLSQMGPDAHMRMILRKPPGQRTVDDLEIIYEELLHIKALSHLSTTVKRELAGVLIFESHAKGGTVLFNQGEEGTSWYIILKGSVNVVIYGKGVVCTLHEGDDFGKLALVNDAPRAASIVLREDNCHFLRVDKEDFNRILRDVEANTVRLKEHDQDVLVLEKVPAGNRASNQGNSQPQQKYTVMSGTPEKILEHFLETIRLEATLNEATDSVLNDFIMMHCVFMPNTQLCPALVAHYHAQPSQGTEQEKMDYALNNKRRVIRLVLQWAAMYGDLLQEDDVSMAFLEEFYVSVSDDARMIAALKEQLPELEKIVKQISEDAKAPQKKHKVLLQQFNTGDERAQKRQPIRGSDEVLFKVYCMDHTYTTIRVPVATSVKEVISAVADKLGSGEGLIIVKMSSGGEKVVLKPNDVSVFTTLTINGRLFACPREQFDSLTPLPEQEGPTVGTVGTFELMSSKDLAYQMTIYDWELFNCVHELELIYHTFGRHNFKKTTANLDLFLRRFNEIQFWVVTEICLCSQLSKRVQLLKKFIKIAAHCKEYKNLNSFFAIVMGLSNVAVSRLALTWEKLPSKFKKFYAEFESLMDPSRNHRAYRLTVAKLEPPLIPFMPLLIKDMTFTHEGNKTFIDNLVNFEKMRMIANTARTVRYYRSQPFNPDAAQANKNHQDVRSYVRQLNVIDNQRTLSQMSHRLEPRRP
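qHTS, titration series. 100 nM EPAC2 / 250 nM Rap1B-BODIPY-GDP / 50 uM GDP; RT; ex 480/em 540 nm, 5-min reads to 30 min. Norm. to 6.5 mM cAMP = activation.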
HepG2 tox – counter-screen for TGF-b inhibitors: cytotoxicity in HepG2 cells | HepG2 CAGA-GFP viability, ATP luminescence, 18 h | Potency, µM (series often up to 46.1 µM), without a hit: top-dose activity change, negative = cytotoxicity, hits mostly cytotoxic | actives 0.76% (n = 410,000) | AID 588856; further: potency means the concentration at half of the fitted maximal effect; some results filed as inactive show a strong effect at the top dose
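HepG2 CAGA-GFP cells (1000/well, DMEM with 1% FBS) received compound, then TGF-beta at 500 pg/mL final, and were incubated 18 hours at 37 degrees C. Viability was read by CellTiter-Glo luminescence. Media-only wells were set as complete cell-killing and DMSO as no toxicity.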
TGFb SMAD3 inh – blocks TGF-b signaling; HepG2 CAGA-GFP TGF-b/SMAD3 reporter, GFP fluorescence, 18 h; TGF-beta stimulated, 500 pg/mL final; Potency, µM (titrated, usually from 46.1 µM), inactives show at the top dose activity, negative = inhibition, hits mostly inhibitors; actives 1.2% (n = 410,000); AID 588855; further: potency means the concentration at half of the fitted maximal effect; on the % scale 0 is the no-effect control and ±100 the full control effect; nearly all actives have a fitted effect of over 65% in size
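Read-out: total well GFP (ex488/em500-530) summed from mean per-cell fluorescence. Cells: HEPG2 CAGA-GFP, 1% FBS DMEM, 18 h at 37 degrees C with 500 pg/mL final TGF-beta. Unstimulated wells served as the full-inhibition control; stimulated DMSO wells = 0%.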
An asterisk follows results filed as active; i = inactive; ? = inconclusive; . = no result given; & = joins results of further samples; [ ] = another dose, or the depositor's remark. Unless noted, the call rests on the fitted dose curve; in most records, active means well fitted curve in the direction sought with a large enough effect; inconclusive means small, poorly fitted or top-dose-only effect, or another doubt; inactive means no such curve, though single readings can be large; an effect the other way counts as inactive or inconclusive. No enrichment for hits. Share with any hit: about 4.3%.

Second line of a record: IL2 activator	Nrf2 inh	Nrf2 activator	A549 tox	ATXN viability	ATXN2 expr inh	EPAC2 ag	HepG2 tox	TGFb SMAD3 inh
Cn1nc(C(=O)Nc2ccc(S(=O)(=O)NCc3ccco3)cc2)c2ccccc2c1=O
→ -2.3	-12%	?	-9%	i	4%	0%	-16%	-2%
CCOC(=O)C1CCN(S(=O)(=O)c2ccc3c(c2)NC(=O)CS3)CC1
→ -3.9	?	-0.1%	5%	i	-11%	2%	-12%	-9%
CSc1ncnc2c1ncn2CCCNC1CCN(Cc2ccccc2)CC1
→ 0.5	.	5.5%	.	i	-26%	-4%	-2%	4%
CC(=O)N1CCc2cc(S(=O)(=O)Nc3cccc(C(F)(F)F)c3)ccc21
→ -2.4	9.2µM*	-0.9%	2%	i	?	-6%	-6%	-9%
O=C(NN1C(=O)C2C3C=CC(O3)C2C1=O)c1cccc(Br)c1 (centres undefined)
→ 0.9	0%	0.5%	-1%	i	4%[11.3 µM]	3%	2%	-2%
Cc1ccc(S(=O)(=O)N2CCCC2CO)cc1 (centres undefined)
→ 1.5	7%	0.4%	-4%	i	18%	-8%	1%	0%
Cn1nnnc1SCC(=O)Nc1ccc(N2CCOCC2)cc1
→ -1.6	24%	-0.6%	-13%	i	14%	6%	-10%	16%
CCOc1ccccc1NC(=O)CN1CCC(C(=O)c2ccc(F)cc2)CC1
→ -0.6	1%	0.4%	-11%	i	-20%	15%	-8%	-5%
Cc1cccc(C)c1OCc1cc(C(=O)NCC2CC2)no1
→ -2.2	5%	0.1%	0%	i	9%	6%	-2%	0%
O=C(NCCOc1ccccc1F)c1ccc2c(=O)n3c(nc2c1)CCC3
→ 0.1	?	3.0%	1%	i	0%	2%	-18%	-13%
CCn1nc(C)c(NC(=O)c2cnn3c(C(F)F)cc(-c4ccccc4)nc23)c1C
→ -3.8	?	0.3%	3%	i	.	-1%	11%	9%
Cc1cccc(NC(=O)N2C3CCCC2CC(NC(=O)C2CC2)C3)c1 (centres undefined)
→ 0.3	?	-0.7%	4%	i	-2%	1%	-22%	-13%
CCCCCCn1c(N2CCN(c3ccccc3)CC2)nc2c1c(=O)n(C)c(=O)n2C
→ -0.6	23µM*	-0.6%	?	?	-25%	5%	-20%	8%
COc1ccc(N2CC(C(=O)Nc3nccs3)CC2=O)cc1 (centres undefined)
→ -2.3	1%	-0.6%	0%	i	-3%	2%	13%	-8%
COCCNC(=O)CCCn1c(=O)[nH]c2ccsc2c1=O
→ .	2%[9.27 µM]	-0.7%	-4%	i	5%	.	-21%	0%
O=C(Cn1ncc2c(=O)oc3ccccc3c21)N1CCC(N2CCCCC2)CC1
→ 0.6	10%	2.9%	-5%	?	-8%	5%	-9%	1%
O=C(Nc1nc2ccccc2n1CCN1CCCCC1)C1CCCCC1
→ 0.5	.	2.3%	-2%	i	-29%	2%	-19%	7%
O=C(OCCOc1ccccc1)c1n[nH]c2ccccc12
→ 2.7	?	5.1%	0%	i	63%[activator]	0%	-12%	-11%
CCOc1ccc(Cl)cc1C1=CC(=O)C[C@H](c2ccc(OC)cc2)C1
→ -0.4	?	-0.9%	-6%	i	-10%	9%	-16%	?
CCCCN1C(=O)C2NN=C(C(=O)OC)C2C1=O (centres undefined)
→ 3.6	0%	0.1%	-3%	i	0%	7%	-1%	-12%
Cc1ccc(SCCNC(=S)Nc2ccc(C)c(C)c2)cc1
→ -3.6	?	-0.7%	?	i	0%	18%	-27%	?
O=C(CN1c2cccc3cccc(c23)S1(=O)=O)NCc1ccc(F)cc1
→ -0.8	?	4.0%	-5%	i	-7%	8%	-25%	10%
CN(C(=O)CSc1nc2ccccc2n1CC(=O)N(C)c1ccc(F)cc1)c1ccccc1
→ .	.	-0.8%	-2%	?	-14%	.	-27%	-21%
COc1ccc(C(NC(C)=O)c2c(O)ccc3ccccc23)cc1OC (centres undefined)
→ 0.5	7%	0.5%	0%	i	7%	0%	1%	-4%
CC(C)(C(=O)O)c1ccc(C(O)CCCN2CCC(C(O)(c3ccccc3)c3ccccc3)CC2)cc1 (centres undefined)
→ 0.3	8%	-0.7%	-7%	i	0%&2%	5%	-9%	7%
Cc1ccccc1NC(=O)CN1CCOCC1
→ -0.3	5%	-0.5%	-2%	i	0%	3%	13%	-9%
O=S(=O)(Nc1ccccc1)c1cccc2nonc12
→ -0.3	-12%	1.9%	2%	i	-4%	5%	3%	1%
COc1ccc(-c2cc(C)no2)cc1S(=O)(=O)N1CC(=O)Nc2ccccc21
→ 13	?	5.4%	5%	i	7%	2%	-2%	-11%
COc1ccc(NC(=O)c2c(NC(=O)c3cccc(C)c3)sc3c2CCCC3)cc1
→ .	5%	-0.8%	3%	i	4%	.	1%	-2%
Cc1ccc(S(=O)(=O)Nc2ccccc2N=Cc2c(F)c(F)c(F)c(F)c2F)cc1
→ -4.9	-16%	8.9%	-1%	i	0%	2%	2%	-1%
CCOC(=O)c1ccc(NC(=O)Cn2nnc3ccccc32)cc1
→ -0.4	.	3.9%	5%	i	67%[activator]	1%	-3%	-8%
COc1ccc(/C(C)=N/NC(=O)c2ccccc2OCc2ccccc2)c(OC)c1
→ -0.2	?	6.2%	-10%	i	29%	7%	-14%	-18%
COc1ccc(-n2cnc3cc(NCc4ccco4)ccc32)cc1
→ -0.7	?	2.9%	-8%	?	30%	-1%	-20%	?
Cn1c(C(=O)NCc2cccc(F)c2)cc2cc(S(=O)(=O)N3CCCCC3)ccc21
→ .	.	-0.3%	-7%	.	.	.	-1%	?
Cc1ccc(C)c(N2CCN(C(=O)c3noc4c3CCCCC4)CC2)c1
→ .	?	0.3%	-5%	.	.	.	-27%	13µM*
COc1ccc(-c2[nH]ncc2Oc2ccccc2OC)c(O)c1
→ -1.7	-9%	2.9%	-13%	i	7%	6%	-25%	-21%
COc1ccc(C2=NN(C(=O)CSc3nnc(C)n3C)C(c3ccco3)C2)cc1 (centres undefined)
→ -0.4	0%	-0.3%	7%	?	.	3%	4%	-5%
CC(C)Cc1c(O)nc(SCC(=O)N2CCCCCC2)[nH]c1=O
→ 0.6	-1%	-0.4%	-10%	i	36%[activator]	6%	-1%	0%
CC1CC(CC(=O)Nc2nc(-c3ccccc3)cs2)C(=O)O1 (centres undefined)
→ -3.4	-2%	1.7%	0%	i	.	2%	5%	-2%
COc1cccc(C(C)(O)c2nc(-c3ccccc3OC)cs2)c1 (centres undefined)
→ -0.2	.	-0.3%[9.22 µM]	.	i	7%	-1%	-4%	-1%
Cc1cc(NS(=O)(=O)c2ccc(NC(=O)c3ccccc3F)cc2)nc(C)n1
→ .	-26%	-0.2%	-14%	i	13%	.	-6%	2%
CCCCCOc1ccc(C(=O)NC(C(=O)O)C(C)C)cc1 (centres undefined)
→ -1.9	-16%	0.2%	1%	i	3%	-5%	-3%	-9%
CCn1cc(C2N3CC4(CC)CN2CC(CC)(C3)C4=O)c2ccccc21 (centres undefined)
→ .	-10%	0.3%	12%	i	-4%	.	-3%	-5%
O=C1C[C@@H]2c3c(cccc3CN1Cc1ccc(F)cc1)C[C@@H](O)[C@H]2O
→ -0.1	1%	0.1%	-2%	i	4%	4%	1%&-4%	-11%&-12%
Cc1ccc(C(=O)COC(=O)c2cccc([N+](=O)[O-])c2)s1
→ 1.6	-7%	2.9%	5%	i	.	10%	18%	35%[activator]
CN(C(=O)COC(=O)CCC(=O)c1ccccc1)c1c(N)n(Cc2ccccc2)c(=O)[nH]c1=O
→ -2.2	9%	-0.4%	1%	i	-11%	-6%	-3%	19%
CCc1ccc(C(O)c2ncc(-c3cccc(C)c3)[nH]2)cc1 (centres undefined)
→ -0.4	.	-0.7%[9.22 µM]	.	i	8%	14%	-37%	-18%
COc1ccc(-c2ccc(CNCCCSc3nnnn3C)o2)cc1Cl
→ .	-2%	5.3%	-5%	i	-23%	.	-35%	-7%
Cc1ccc(CN2Cc3cccc4c3[C@@H](CC2=O)[C@H](O)[C@H](O)C4)cc1
→ -0.4	-6%	-1.0%	1%	i	6%	1%	-10%	?
Cc1cc(C(=O)CSc2n[nH]c(N)n2)c(C)n1C1CC1
→ 0.0	6%	-0.2%	2%	i	5%	0%	-1%	-6%
O=C(c1ccc(-c2ccccc2)cc1)N1CCN(c2ccccc2)CC1
→ 0.5	?	0.4%	10%	i	35%[activator]	5%	2%	-8%
O=C1CSCN1c1ccc(Cl)cc1
→ 0.0	5%	-0.5%	11%	i	.	15%	5%	21%
COc1ccccc1-c1nc2c(c(SCc3cccc(Cl)c3)n1)Cc1c(CO)cnc(C)c1O2
→ .	-29%	0.4%	-2%	i	5%	.	3%	-7%
Cc1cc(NC(=O)CSCC(=O)Nc2ccc(C)c(C)c2)no1
→ 0.7	16%	-0.7%	2%	i	10%	5%	-12%	-1%
COc1ccc(CCNC(=O)c2ccc(COc3ccccc3OC)o2)cc1
→ 0.0	-4%	1.0%	2%	i	.	10%	-10%	-14%
CN(C)S(=O)(=O)c1cccc(C(=O)Nc2cccnc2)c1
→ -2.3	.	2.4%	6%	i	-6%	19%	-25%	2%
Cc1noc(C)c1S(=O)(=O)N(CC(=O)O)c1ccc2c(c1)OCO2
→ 1.9	.	0.3%	-4%	i	3%	-13%	3%	-29%

Screening data: PubChem, National Center for Advancing Translational Sciences (NCATS)
